Screening results from PubChem.
GCN5L2 inh: qHTS Assay for Inhibitors of GCN5L2. Potency, µM (top dose mostly 58.9 µM), for the others: at the highest dose activity change, negative = inhibition, usual class: inhibitors. 390,000 tested, 0.21% active. GCN5L2 HAT assay, ThioGlo1 CoA-SH fluorescence. Histone acetyltransferase KAT2A (Homo sapiens), Q92830. AID 504327, 2011
Target sequence (Q92830 whole entry, looked up): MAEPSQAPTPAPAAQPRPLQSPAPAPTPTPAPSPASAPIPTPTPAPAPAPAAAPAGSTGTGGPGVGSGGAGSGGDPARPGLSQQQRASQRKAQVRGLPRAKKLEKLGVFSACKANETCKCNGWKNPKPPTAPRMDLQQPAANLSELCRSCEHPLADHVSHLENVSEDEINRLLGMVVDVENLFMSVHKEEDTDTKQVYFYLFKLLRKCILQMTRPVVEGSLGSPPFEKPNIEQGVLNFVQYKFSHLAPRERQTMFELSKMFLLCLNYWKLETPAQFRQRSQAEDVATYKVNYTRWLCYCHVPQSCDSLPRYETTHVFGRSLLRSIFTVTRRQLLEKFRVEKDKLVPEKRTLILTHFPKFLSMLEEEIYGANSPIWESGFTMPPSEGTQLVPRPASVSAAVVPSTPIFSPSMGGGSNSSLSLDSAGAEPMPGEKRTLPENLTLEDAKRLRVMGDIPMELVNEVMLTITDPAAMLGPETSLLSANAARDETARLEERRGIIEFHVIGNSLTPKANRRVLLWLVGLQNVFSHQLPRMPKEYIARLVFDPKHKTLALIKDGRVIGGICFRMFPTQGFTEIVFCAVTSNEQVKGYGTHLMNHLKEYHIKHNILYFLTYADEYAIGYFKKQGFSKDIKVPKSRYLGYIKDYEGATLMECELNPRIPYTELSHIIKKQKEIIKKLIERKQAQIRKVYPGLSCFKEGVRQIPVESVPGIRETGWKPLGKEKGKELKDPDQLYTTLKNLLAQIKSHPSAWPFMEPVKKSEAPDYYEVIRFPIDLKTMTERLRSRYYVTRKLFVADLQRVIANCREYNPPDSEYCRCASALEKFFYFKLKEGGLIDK
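Titration-based screen in which CoA formation is detected via maleimide probe ThioGlo1 (50uM) turning fluorescent on thiol reaction; substrates H3(1-25) 75uM and acetyl-CoA 70uM, GCN5L2 20nM, 20 min incubation at room temperature.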
TDP1 cell noCPT: qHTS for Inhibitors of human tyrosyl-DNA phosphodiesterase 1 (TDP1): qHTS in cells in absence of CPT; DT40 Tdp1-/- hTDP1 cells, no CPT, ATP luminescence, 48 h; Potency, µM (highest dose often 46.2 µM), inactives show top-dose activity change, negative = growth inhibition, actives largely listed as inhibitors; 420,000 tested, 15% active; further: nearly all actives have a fitted effect of over 55% in size
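Luminescent ATP content (CellTiter-Glo) served as the growth readout. Knockout chicken DT40 cells expressing human TDP1 were exposed to compounds without camptothecin for a minimum 48 hr at 37 °C.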
TDP1 cell CPT: qHTS for Inhibitors of human tyrosyl-DNA phosphodiesterase 1 (TDP1): qHTS in cells in presence of CPT; chicken DT40 Tdp1-/-;hTDP1 cells + 20 nM CPT, ATP luminescence, 48 h; Potency, µM (series often up to 46.2 µM), without a hit: top-dose activity change, negative = growth inhibition, hits mostly inhibitors; 420,000 tested, 12% active; further: nearly all actives have a fitted effect of over 55% in size
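Chicken DT40 Tdp1-/- cells complemented with human TDP1, 400 cells/well, exposed to compounds plus 20 nM camptothecin for at least 48 h at 37 C; viability read as ATP content by CellTiter-Glo luminescence.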
* hit, by the source's call; ? = inconclusive; · = no result given; & = joins results of further samples; [ ] = remark or other dose. The call rests on the fitted dose curve; in most records, active means well fitted curve in the direction sought with a large enough effect; inconclusive means small, poorly fitted or top-dose-only effect, or another doubt; inactive means no such curve, though single readings can be large; an effect the other way counts as inactive or inconclusive. On the % scale 0 is the no-effect control and ±100 the full control effect; potency means the concentration at half of the fitted maximal effect. This is a random part of the collection; any-hit rate near 18%.

SMILES | GCN5L2 inh | TDP1 cell noCPT | TDP1 cell CPT
CCC(C)(C)NC(=O)C(c1cccn1C)N(C(=O)Cn1nnc2ccccc21)c1ccc(OC)cc1OC (stereo unspecified) | 3% | ? | ?
O=C(NCCCn1ccnc1)c1cc(-c2cccs2)on1 | 2.2µM* | 4.6µM* | 4.6µM*
COCCn1c(C)cc2c(c1=O)C(c1ccco1)C(C#N)=C(N)O2 (stereo unspecified) | -9% | -12% | -22%
CC(C)=CCC/C(C)=C/CNC(=O)C[C@H]1C[C@H](C(=O)N2CCCCC2)[C@@]2(CCc3ccccc3)c3[nH]c4cc(-c5ccco5)ccc4c3CCN2C1=O | -12% | ? | ?
Cn1cc(CN2CCC(C(=O)Nc3cccc(-c4cccc(F)c4)c3)CC2)cn1 | 2% | ? | ?
CCOC(=O)C1=CNS(=O)(=O)NC1c1ccc(C[C@H](NC(=O)CNC(=O)CCc2ccccc2)C(N)=O)cc1 (stereo partly specified) | -3% | -2% | -1%
CCc1ccc(-n2nc(C)c3c(C(=O)Nc4ccc(Cl)cc4)cc(C)nc32)cc1 | -21% | 13µM* | ?
Cc1ccc(S(=O)(=O)N2CCCCC2)cc1NC(=O)COC(=O)c1cc[n+]([O-])cc1 | -3% | -19% | -1%
COc1ccc(-c2nc(CN3CCCC(C(=O)NC4CCCC4)C3)c(C)o2)cc1 (stereo unspecified) | -12% | ? | ?
COC(=O)c1ccccc1NC(=S)N(Cc1ccc2c(c1)OCO2)Cc1cc2cccc(C)c2[nH]c1=O | -6% | ? | -25%
OC(COc1ccc(OCc2ccccc2)cc1)CN1CCCCC1 (stereo unspecified) | -3% | -17% | -26%
COC(=O)C(NC(=O)c1ccccc1C)(Nc1ncc(S(=O)(=O)c2ccc([N+](=O)[O-])cc2)s1)C(F)(F)F (stereo unspecified) | -9% | ? | ?
CCOC(=O)c1c(C)[nH]c(C(=O)CN2C(=O)NC(C)(CC(C)C)C2=O)c1C (stereo unspecified) | -3% | ? | -6%
COc1ccc(C(=O)NCc2ccc(N3CCN(C(=O)OC(C)(C)C)CC3)cc2)cc1 | -2% | -29% | ?
COc1ccc(CCNc2ccc(C(CC(N)=O)NC(=O)c3ccccc3)cc2[N+](=O)[O-])cc1 (stereo unspecified) | 16% | ? | -5%
C(=N/Nc1cc(N2CCOCC2)nc(N2CCOCC2)n1)/c1ccccc1 | -4% | 21µM* | ?
O/N=C/c1cccn1-c1ccc(O)cc1 | -6% | 4% | -17%
NNc1ccc(S(=O)(=O)N2CCCCC2)cn1 | 3% | -21% | -22%
COc1ccc2nc(NC(=O)c3ccc(F)cc3)sc2c1 | -4% | -17% | 3%
COc1ccc(-n2c(SCC(=O)NCc3cccs3)nc3[nH]ncc3c2=O)cc1 | -1% | -3% | -6%
COc1cccc(C(=O)Nc2nnc(SCC(=O)NC3CCCC3)s2)c1 | -1% | -6% | 2%
CC(=O)Nc1ccc2cnn(C(C)=O)c2c1 | · | -28% | -12%
O=C(COC(=O)Cc1ccc(Br)cc1)NCc1ccc2c(c1)OCO2 | -15% | -25% | -9%
COCCN(C(=S)Nc1ccccc1OC)C(C)c1cccs1 (stereo unspecified) | -6% | 29µM* | 23µM*
Cc1ccc(S(=O)(=O)c2nc(S(=O)(=O)c3ccccc3)sc2NCCCOC(C)C)cc1 | -5% | 12µM* | ?
O=C(CN1CCSCC1)N/N=C/c1ccc(F)cc1 | -4% | -13% | -23%
CCCc1cc2c(cc1NC(=O)c1ccccc1F)OCO2 | -5% | ? | -3%
CC1CCN(C(=O)c2cc(S(=O)(=O)N3CCOCC3)ccc2N2CCCC2)CC1 | -2% | ? | -19%
CCN(Cc1cn2cccnc2n1)C1CCCCC1 | -6% | -24% | -37%
CCCn1c(N)c(C(=O)CSc2n[nH]c(-c3ccc(C)cc3)n2)c(=O)[nH]c1=O | 6% | -17% | ?
Cc1ccc(Cn2c(=O)n(Cc3ccco3)c(=O)c3oc4ccccc4c32)cc1 | -5% | -10% | -6%
O=C(NCc1ccncc1)[C@@H]1CCCN1C(=O)[C@H]1CCCN1C(=O)c1cccc(Cl)c1 | · | -17% | -28%
Cc1noc(NS(=O)(=O)c2ccc(NC(=O)CSc3nnc(-c4ccccc4)n3C3CCCCC3)cc2)c1C | -5% | 11% | 4%
CCn1c(SCC(=O)O)nnc1-c1ccc(S(=O)(=O)N2CCCC2)cc1 | -7% | -16% | -1%
FC(F)(F)c1cc(-c2ccccc2)nc2ncnn12 | -5% | -3% | -23%
COC(=O)c1c(C(=O)OC)c(-c2cccc(F)c2)n2c1CS(=O)C2 (stereo unspecified) | 17% | 10% | 13%
COc1ccc(S(=O)(=O)N(C)C[C@H]2Oc3ccc(NC(=O)Cc4ccccc4)cc3C(=O)N([C@H](C)CO)C[C@@H]2C)cc1 | -2% | ? | ?
O=C(COC(=O)[C@@H]1CCCN1S(=O)(=O)c1ccc(Cl)cc1)NC1CCS(=O)(=O)C1 (stereo partly specified) | -3% | -25% | -2%
Cc1ccc(C)c(Cn2nnc3c(=O)[nH]c(C4CCN(S(=O)(=O)c5ccc(S(=O)(=O)N(C)C)cc5)CC4)nc32)c1 | -5% | ? | 18µM*
Cc1ccc(-c2cc(C(=O)Nc3cc(C)on3)no2)cc1 | -2% | -5% | 3%

An excerpt from above, reduced to GCN5L2 inh:
SMILES	GCN5L2 inh
Cc1ccc(S(=O)(=O)c2nc(S(=O)(=O)c3ccccc3)sc2NCCCOC(C)C)cc1	-5%
Cc1noc(NS(=O)(=O)c2ccc(NC(=O)CSc3nnc(-c4ccccc4)n3C3CCCCC3)cc2)c1C	-5%
OC(COc1ccc(OCc2ccccc2)cc1)CN1CCCCC1 (stereo unspecified)	-3%

The listing continues.
SMILES | GCN5L2 inh | TDP1 cell noCPT | TDP1 cell CPT
CCCCNC(=O)Cn1nc(C)c(S(=O)(=O)N2CCOCC2)c1C | -6% | 4% | -16%
CCCOc1cccc(C(=O)Nc2ccc(-c3cc4ccccc4oc3=O)c(C)c2)c1 | -6% | ? | ?
CCCn1nnc(NC(=S)NC(=O)/C=C/c2ccco2)n1 | -1% | ? | ?
COCCCNC(=O)c1cn(-c2cccc(OC)c2)c(=O)c2ccccc12 | -15% | 2% | -2%
Cc1ccc(OC(C)C(=O)N2CCN(CCc3ccccn3)CC2)cc1C (stereo unspecified) | -9% | -18% | -6%
CC(NC(=O)c1ccccc1F)c1nnc(SCC(=O)NC2CCCCC2)n1C (stereo unspecified) | 1% | -17% | 2%
CC1CCN(C(=O)Cn2c(=O)n(-c3ccc(Cl)cc3)c(=O)c3c4c(sc32)CCC4)CC1 | 3% | -14% | 0%
COc1cc2c(cc1OC)C(c1cc(Br)ccc1O)N(C(C)=O)CC2 (stereo unspecified) | · | 1% | 6%
NS(=O)(=O)c1ccc(NC(=O)COC(=O)c2cn(-c3ccccc3)nc2-c2ccccc2)cc1 | -13% | -23% | -21%
C#CCOCCOCCOCCNc1nc(N2CCN(C(=O)Cn3cc(CCCCN)nn3)CC2)nc(N2CCN(C(=O)[C@H]([C@@H](C)CC)n3cc(CCCCN)nn3)CC2)n1 | -3% | -18% | ?
O=C(C1=NN[C@@H]2C(=O)N(c3ccccc3C(F)(F)F)C(=O)[C@H]12)C(c1ccccc1)c1ccccc1 | ? | -13% | 6%
COc1cccc(NC(=O)Cn2c(=O)n(Cc3ccc4c(c3)OCO4)c(=O)c3oc4ccccc4c32)c1 | -6% | -13% | -8%
COc1ccc(C2Oc3cc(OC)cc(OC)c3CC2O)cc1 (stereo unspecified) | -5% | 16µM* | ?
COc1cc(Cl)c(C)cc1NC(=O)Cc1cccs1 | -13% | -4% | 12%
O=C(c1ccco1)N1N=C(c2ccccc2O)CC1c1cccs1 (stereo unspecified) | · | ? | -27%
CC1CN(C(=O)N[C@@H](Cc2ccccc2)C(=O)O)CC(C)O1 (stereo partly specified) | -3% | -6% | -13%
CCOc1cc(C(=O)Nc2ccc(-c3nc4ccccc4s3)cc2Cl)cc(OCC)c1OCC | 0% | 23µM* | ?
CN(C)CCOC1c2ccccc2C=Cc2ccccc21 | · | -22% | -10%
Cc1ccc(C(=O)C[n+]2ccccc2)cc1 | 4% | -10% | 1%
CCOC(=O)N1CCN(C(=O)C2CCC(=O)N(Cc3cccc(C(F)(F)F)c3)C2)CC1 (stereo unspecified) | 3% | 5% | -1%
CCc1ccc(S(=O)(=O)Nc2ccncc2)cc1 | -5% | 0% | -5%
Cc1onc(-c2c(Cl)cccc2Cl)c1C(=O)N1CCSCC1 | 1% | ? | -17%
COc1ccccc1NC(=S)N(Cc1ccccc1)Cc1cccnc1 | -2% | -24% | 0%
Cc1ccc(S(=O)(=O)N2CC(=O)Nc3ccccc32)cc1 | 0% | -9% | 4%
CCOc1ccc(NC(=O)CN(C)C(=O)c2cc([N+](=O)[O-])ccc2Sc2ccccc2)cc1OCC | · | ? | ?
Brc1ccc(C2=CC(c3ccco3)n3nnnc3N2)cc1 (stereo unspecified) | -2% | -6% | 7%
CCCCCCCCCCCCCCCC(=O)NCCO | -1%&-3%&4% | ? | ?
CC(=O)c1cccc(NC(=O)c2ccncc2)c1 | 2% | -21% | -9%
Cc1cc(/C=N/NC(N)=S)c(C)n1-c1ccc(Br)cc1 | -12% | 8.2µM* | 2.9µM*
COc1cc(C(=O)Nc2ccc3c(c2)C(=O)c2ccccc2C3=O)cc(OC)c1OC | 7% | -14% | 2%
CCOC(=O)c1cc(C)[nH]c(=S)c1C#N | -4% | -5% | -2%
CC(C)CN(C(=O)COC(=O)CCC(=O)c1ccc(F)cc1)c1c(N)n(Cc2ccccc2)c(=O)[nH]c1=O | 3% | -10% | 2%
Cc1cccnc1-c1cccc2c1OC(CNC(=O)/C=C/c1cccs1)C2 (stereo unspecified) | · | ? | 18%[9.04 µM]
CSc1nc2nc(-c3cccc(C(F)(F)F)c3)ccn2n1 | -1% | -25% | 16%
CN(C)c1ccc(NC(=O)Cn2nnc3sc4c(c3c2=O)CCC(C(C)(C)C)C4)cc1 (stereo unspecified) | -11% | ? | ?
c1ccc2c(c1)Cc1cc3ccccc3nc1-2 | 0% | 21µM* | ?
CCOC(=O)C1(Cc2cccc(F)c2)CCN(Cc2c(C)nn(CC)c2C)CC1 | -7% | ? | 23µM*
CC(C)CNS(=O)(=O)c1ccc(N2CCCCS2(=O)=O)cc1 | -12% | ? | ?
Cc1ccc(Cl)c(NC(=O)CCl)c1Cl | -17% | ? | ?
COC(=O)Cc1ccc(OCC(=O)Nc2ccc(OC(F)(F)F)cc2)cc1 | -6% | 1% | -1%
O=C(c1ccc(COc2ccc3c(c2)CCC3)o1)N1CCN(c2ccccc2)CC1 | · | ? | 15µM*
COc1ccc(NC(=O)c2ccccc2Oc2ccccc2)c(OC)c1 | -3% | -19% | -5%
CCCCn1c(N)c(N(CC(C)C)C(=O)c2cccc(S(=O)(=O)N(CC)c3ccccc3)c2)c(=O)[nH]c1=O | · | -24% | -9%
CC1(C)OC2C[C@](O)(C(N)=O)C[C@H](O)[C@H]2O1 (stereo partly specified) | -2% | -1% | 0%
COc1ccccc1NC(=O)c1sc2nc(N3CCOCC3)c3c(c2c1N)CCCC3 | 0% | ? | ?
Cc1noc(C)c1C(=O)OCC(=O)N(C)C1CCS(=O)(=O)C1 (stereo unspecified) | -13% | -4% | 3%

Profiles, quoted from the list.
`COc1ccccc1NC(=O)c1sc2nc(N3CCOCC3)c3c(c2c1N)CCCC3` across the screens: GCN5L2 inh: 0%; TDP1 cell noCPT: ?; TDP1 cell CPT: ?
`CCCCn1c(N)c(N(CC(C)C)C(=O)c2cccc(S(=O)(=O)N(CC)c3ccccc3)c2)c(=O)[nH]c1=O` across the screens: GCN5L2 inh: ·; TDP1 cell noCPT: -24%; TDP1 cell CPT: -9%
`Cc1noc(C)c1C(=O)OCC(=O)N(C)C1CCS(=O)(=O)C1` (stereo unspecified) across the screens: GCN5L2 inh: -13%; TDP1 cell noCPT: -4%; TDP1 cell CPT: 3%
